# FUS suppressor: suppressors of FUS proteinopathy in yeast; S. cerevisiae FUS-expressing, growth rescue, OD600, 24 h; Potency, µM (titrated, usually from 76.6 µM), for inactives: at the highest dose growth rescue (activation), hits mostly activators; actives 0.24% (n = 390,000);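 note: potency is the fitted concentration of half-maximal effect; plate controls were DMSO vehicle for no effect and reference control for full effect; nearly all actives have a fitted effect of over 55% in size; some results filed as inactive show a strong effect at the top dose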
#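 Cultures pregrown in 2.5% raffinose medium are shifted to minimal medium containing 2% galactose to express toxic FUS. Compounds are tested at several concentrations. After 24hr at 30C, growth is quantified at 600 nm absorbance.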
# Akt phos inh: inhibitors of Akt phosphorylation. Neuro2A IGF-stimulated pAkt S473 HTRF, 20 min; active compounds read low. activity change, % for hits at 50 µM. actives 0.32% (n = 360,000); in the data active = activity change below about -80%; inconclusive = mostly about -51% to -80%; note: % is set by controls: 0 for no effect and ±100 for the full control effect
#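 Single-point screen (50 µM final compound) in Neuro2A cells stimulated 20 min with 6 nM IGF at 37 deg C. After lysis, Ser473-phosphorylated Akt read by HTRF (ex 330 nm, em 615/665 nm) as the 665/615 ratio.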
# PTHR1 agonist: PTHR1 (human) receptor agonism. AID 743266. actives 0.075% (n = 410,000). Q03431. HEK293 GP2 PTHR1 cells, GloSensor cAMP luminescence, 1 h. Potency, µM (series often up to 115 µM), inactives show top-dose activation, actives largely listed as activators; note: potency is the fitted concentration of half-maximal effect; nearly all actives have a fitted effect of over 55% in size; some results filed as inactive show a strong effect at the top dose; inactives centre near -15; many of its hits are not listed in these tables
# Target sequence (Q03431 whole entry, looked up): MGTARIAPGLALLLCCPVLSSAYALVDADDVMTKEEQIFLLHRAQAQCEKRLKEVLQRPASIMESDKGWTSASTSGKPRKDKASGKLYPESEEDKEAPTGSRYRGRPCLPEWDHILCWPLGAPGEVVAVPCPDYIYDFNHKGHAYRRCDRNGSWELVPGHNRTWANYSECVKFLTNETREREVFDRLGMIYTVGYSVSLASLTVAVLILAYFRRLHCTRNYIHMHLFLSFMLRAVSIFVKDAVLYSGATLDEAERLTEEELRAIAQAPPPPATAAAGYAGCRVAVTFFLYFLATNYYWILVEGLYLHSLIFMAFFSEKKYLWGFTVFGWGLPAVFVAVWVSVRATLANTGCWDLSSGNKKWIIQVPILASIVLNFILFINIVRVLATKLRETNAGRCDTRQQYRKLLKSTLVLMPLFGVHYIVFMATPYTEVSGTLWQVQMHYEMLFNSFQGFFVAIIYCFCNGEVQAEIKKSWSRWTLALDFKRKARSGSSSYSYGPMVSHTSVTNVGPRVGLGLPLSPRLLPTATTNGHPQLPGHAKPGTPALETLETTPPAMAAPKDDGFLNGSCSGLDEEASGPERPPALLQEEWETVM
#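 HEK-293-derived GP2 cells expressing PTHR1 and a GloSensor cAMP reporter, 3,000/well, plated overnight, given luciferin plus IBMX (each 0.5 mM as added) for 1 h at 37 °C, then compound for 1 h at 37 °C. Luminescence was read after 15 min at room temperature.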
# Mm-Cpn inhibitor: inhibitors of Methanococcus maripaludis chaperonin (MmCpn) | AID 504842 | actives 0.031% (n = 330,000) | purified Mm-Cpn ATPase, ADP Transcreener TR-FRET | Potency, µM (titrated, usually from 76.9 µM), for the others: at the top dose activity, negative = inhibition, most hits filed as inhibitors; note: potency is the fitted concentration of half-maximal effect; % is set by controls: 0 for no effect and ±100 for the full control effect; nearly all actives have a fitted effect of over 80% in size
#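 ATPase read-out: TR-FRET ADP immunoassay (anti-ADP Eu cryptate vs ADP-d2), ex 320 nm, em 590/665 nm; signal drops as ADP forms. Enzyme 25 nM, ATP 10 uM, 30 min at 37°C after 10 min compound preincubation.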
# TDP43 rescue: inhibitors of TDP-43 toxicity in yeast; TDP-43 expressing yeast growth rescue, BacTiter-Glo, 24 h; Potency, µM (series often up to 46.1 µM), without a hit: at the top dose growth rescue (activation), most hits filed as activators; actives 1.8% (n = 410,000); note: potency is the fitted concentration of half-maximal effect; % of control where 0% means no effect; nearly all actives have a fitted effect of over 50% in size
#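 Yeast cells expressing TDP-43 under galactose induction are exposed to compounds for 24 hr at 30 deg C. BacTiter-Glo luminescence measures growth, so protective compounds score as activators.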
# GLP1R inv ag: inverse agonists of human GLP-1 receptor; actives 1.6% (n = 410,000); HEK293 GLP-1R CRE-luciferase, luminescence, 24 h; GLP-1R form is constitutively active; P43220; Potency, µM (titrated, usually from 38.3 µM), inactives show at the top dose activity change, negative = inhibition, most hits filed as inhibitors; note: potency is the fitted concentration of half-maximal effect; % is set by controls: 0 for no effect and ±100 for the full control effect; nearly all actives have a fitted effect of over 55% in size
# Target sequence (P43220 whole entry, looked up): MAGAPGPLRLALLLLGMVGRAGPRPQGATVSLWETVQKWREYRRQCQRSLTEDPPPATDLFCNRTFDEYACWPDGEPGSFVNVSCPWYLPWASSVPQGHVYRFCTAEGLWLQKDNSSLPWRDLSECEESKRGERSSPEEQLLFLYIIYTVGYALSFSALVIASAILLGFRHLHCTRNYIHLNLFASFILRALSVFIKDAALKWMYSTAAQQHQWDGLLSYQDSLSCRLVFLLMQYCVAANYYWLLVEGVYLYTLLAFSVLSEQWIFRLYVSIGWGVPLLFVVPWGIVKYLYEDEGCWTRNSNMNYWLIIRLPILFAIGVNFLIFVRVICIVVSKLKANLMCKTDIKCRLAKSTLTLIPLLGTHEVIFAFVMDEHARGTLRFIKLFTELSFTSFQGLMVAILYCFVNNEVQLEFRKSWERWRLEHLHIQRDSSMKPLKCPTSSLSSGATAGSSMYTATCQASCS
#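 Readout was luciferase luminescence, measured 12 min after detection reagent at room temperature. Beforehand, GLP-1R reporter HEK293 cells had sat 12 h, then received compounds for 24 hr at 37 deg C.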
# HEK293 tox: cytotoxicity counter-screen for GLP-1 receptor inverse agonists | actives 0.13% (n = 410,000) | HEK293 cAMP-luciferase reporter cells, luminescence, 24 h | Potency, µM (highest dose often 38.3 µM), without a hit: at the highest dose activity change, negative = inhibition, hits mostly inhibitors;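 note: loss of luciferase light is scored as toxicity; potency is the fitted concentration of half-maximal effect; % is set by controls: 0 for no effect and ±100 for the full control effect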
#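 Cells in DMEM/10% Nu serum/1% pen-strep, 1536-well format. Pre-incubated 12 h, dosed with 23 nL compound, incubated a further 24 h. Luciferase detection, 12 min at room temp, luminescence.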
# Abeta rescue: A-beta toxicity reversal in yeast. yeast expressing A-beta42, growth rescue, OD600, 48 h; response scale: 0% DMSO, 100% iron-clioquinol control. Potency, µM (series often up to 46.1 µM), for inactives: at the top dose growth rescue, hits mostly activators. actives 0.063% (n = 410,000); note: potency is the fitted concentration of half-maximal effect; nearly all actives have a fitted effect of over 55% in size
#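 Yeast growth medium received pinned compounds, then yeast cells expressing toxic A-beta were added; plates incubated at 30 C for 48 hr. Growth read as absorbance at 600 nm, normalized to DMSO and equimolar FeCl3 plus clioquinol controls.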
# aSyn yeast inh: rescues yeast growth from alpha-synuclein toxicity. Potency, µM (series often up to 46.1 µM), for the others: at the top dose growth rescue (activation), most hits filed as activators. Yeast expressing alpha-synuclein, growth rescue, BacTiter-Glo, 24 h. actives 0.14% (n = 370,000); note: potency is the fitted concentration of half-maximal effect; % of control where 0% means no effect; nearly all actives have a fitted effect of over 65% in size
#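 Galactose-induced alpha-syn yeast (OD600=0.02, raffinose-pregrown) + pinned cpd, 24 hr, 30 deg C; growth by BacTiter-Glo luminescence. Growth restoration scores as activation.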
# Numbers without * were called inactive; i = inactive; ? = inconclusive; / = not tested or not shown; [ ] = dose if it differs, or a comment. Unless noted, calls come from the whole dose curve; as a rule, active = well fitted curve in the direction sought with a large enough effect; inconclusive = small, poorly fitted or top-dose-only effect, or another doubt; inactive = no such curve, though single readings can be large; an effect the other way counts as inactive or inconclusive.
SMILES,FUS suppressor,Akt phos inh,PTHR1 agonist,Mm-Cpn inhibitor,TDP43 rescue,GLP1R inv ag,HEK293 tox,Abeta rescue,aSyn yeast inh
CCC1([N+](=O)[O-])COP(N)(=O)OC1 (stereo unspecified),/,i,i,/,13%,4%,-4%,0%,0%
CNC(=O)ON(C(=O)NC)C1N(C)C(=S)SC1(C)C (stereo unspecified),30%,i,-4%[57.5 µM],2%,12%,-5%,1%,-9%,-10%
Cn1c(O)c(C(c2ccccn2)c2c(O)n(C)c(=S)n(C)c2=O)c(=O)n(C)c1=S,29%,i,3%[57.5 µM],-1%,19%,5%,10%,4%,8%
CC(Cc1ccccc1)NC(=O)C(c1ccc(N)cc1)c1ccc(N)cc1 (stereo unspecified),?,i,-22%,-2%,7%,-3%,-2%,3%,2%
CC(C)c1c(CN(C)C(C)Cc2ccccc2)n(C)n(-c2ccccc2)c1=O (stereo unspecified),-24%,i,i,0%,17%,-10%,-1%,-9%,-11%
COC(=O)C1=C(c2ccc(C(C)=O)cc2)C[C@@H]2CC[C@H]1N2C(=O)N1CCC(O)CC1,-16%,i,-17%,-1%,4%,5%,-11%,7%,1%
O=C1CC(=O)N(Cc2ccccc2)C(=S)N1,?,i,-1%,1%,28%,7%,10%,9%,-6%
Cc1cccc(CSc2nc3c(cc2C#N)CN(C)CC3)c1,3%,/,?,0%,-5%,7%,8%,6%,1%
Cc1ccc(N2C(=O)NC(=O)/C(=C\c3cc(C)n(-c4cc(C(=O)O)cc(C(=O)O)c4)c3C)C2=O)cc1,36%,i,i,-2%,-18%,1%,-5%,-15%,-1%
CN1CCc2c(c(N3CCCCC3)nc3n[nH]c(N)c23)C1,8%,i,3%,1%,-14%,-2%,10%,-8%,7%
COc1ccc(/C=C/c2nc3ccccc3c(=O)n2-c2ccc(C)cc2)cc1O,-3%,/,-40%[inhibitor],/,9%,16%,6%,-22%,/
C/C(=N\NC(=O)c1ccncc1)c1c(O)n(-c2ccccc2)c(=O)[nH]c1=O,13%,i,i,3%,3%,-10%,-12%,7%,-9%
CC(C(N)=O)N1CC(c2ccc(Cl)cc2)CC1=O (stereo unspecified),1%,i,-6%[57.5 µM],-1%,-9%,-2%,-10%,0%,1%
CN1CCCN(C(=O)COc2ccccc2)CC1,4%,i,i,1%,16%,5%,1%,-6%,2%
CCN1C[C@]2(COC)CC[C@H](O)[C@@]34C5C[C@@H]6[C@@H](OC)C[C@@](O)(C5[C@H]6O)[C@](O)([C@@H](OC)C23)[C@@H]14 (stereo partly specified),-6%,i,-39%,/,19%,-1%,1%,-7%,-5%
CCCOC(=O)C1C2c3ccccc3C(c3ccccc32)C1C(=O)O (stereo unspecified),17%,i,-5%,-5%,?,4%,-5%,-43%[inhibitor],6%
Cc1ccccc1OP(N)(=O)Oc1ccccc1C,15%,i,13%,-4%,13%,-29%,-9%,-2%,11%
O=C(COC(=O)Cc1ccccc1)NCCNC(=O)COC(=O)Cc1ccccc1,2%,i,-2%,2%,-17%,9%,-13%,-3%,0%
CN(C)c1ccc(/C=N/NC(=O)c2ccc3nc[nH]c3c2)cc1,23%,i,-14%,-9%,14%,13%,?,-13%,-6%
CCOC(=O)C(NS(=O)(=O)c1ccc(C)cc1)(C(F)(F)F)P(=O)(OCC(C)C)OCC(C)C (stereo unspecified),32%,i,-5%,1%,-8%,?,?,-13%,3%
Cc1cccc(-n2nc(C)c3c2NC(=O)CSC3c2ccccc2Cl)c1 (stereo unspecified),27%,/,-5%,/,0%,?,-1%,10%,/
CCN(CC)c1ccc(CN2CC=C(c3ccc(F)cc3)CC2)cc1,16%,i,-27%[57.5 µM],-1%,-6%,?,?,2%,-1%
CCC(C)N1C(=O)NC(=O)C2(Cc3cc(C)ccc3N(C)C2)C1=O (stereo unspecified),-12%,i,-12%,2%,2%,5%,-14%,-7%,4%
Cc1cc(OCC(=O)NCc2ccc(S(N)(=O)=O)cc2)c2c3c(c(=O)oc2c1)CCC3,-3%,i,i,2%,-5%,7%,-11%,-10%,0%
O=C(CCc1ccc(O)cc1)N1C[C@H]2C[C@@H](C1)c1cccc(=O)n1C2,-13%,i,-24%,-6%,17%,-4%,-1%,-4%,-2%

# As a working copy, some entries already given:
SMILES,FUS suppressor,Akt phos inh,PTHR1 agonist,Mm-Cpn inhibitor,TDP43 rescue,GLP1R inv ag,HEK293 tox,Abeta rescue,aSyn yeast inh
Cn1c(O)c(C(c2ccccn2)c2c(O)n(C)c(=S)n(C)c2=O)c(=O)n(C)c1=S,29%,i,3%[57.5 µM],-1%,19%,5%,10%,4%,8%
CC(Cc1ccccc1)NC(=O)C(c1ccc(N)cc1)c1ccc(N)cc1 (stereo unspecified),?,i,-22%,-2%,7%,-3%,-2%,3%,2%
CC(C)c1c(CN(C)C(C)Cc2ccccc2)n(C)n(-c2ccccc2)c1=O (stereo unspecified),-24%,i,i,0%,17%,-10%,-1%,-9%,-11%
COC(=O)C1=C(c2ccc(C(C)=O)cc2)C[C@@H]2CC[C@H]1N2C(=O)N1CCC(O)CC1,-16%,i,-17%,-1%,4%,5%,-11%,7%,1%

# Additional records
SMILES,FUS suppressor,Akt phos inh,PTHR1 agonist,Mm-Cpn inhibitor,TDP43 rescue,GLP1R inv ag,HEK293 tox,Abeta rescue,aSyn yeast inh
Oc1ccc2c3c1O[C@H]1c4[nH]c5ccccc5c4C[C@@]4(O)[C@@H](C2)N(CC2CC2)CC[C@]314,-22%,i,-26%,2%,28%,1%,2%,7%,6%
O=C1NC(=S)NC(=O)C1Cc1ccccc1,/,i,i,/,10%,13%,14%,1%,-3%
O=C(NCC1=C(c2ccc3ccccc3c2)C[C@@H]2CC[C@H]1N2Cc1ccco1)c1ccc([N+](=O)[O-])cc1,22%,i,?,/,1%,?,-30%,1%,-1%
CCCC(=O)NC(Oc1ccc(OC)cc1)C(Cl)(Cl)Cl (stereo unspecified),4%,i,i,0%,-7%[9.22 µM],?,31%[activator],?,-8%
O=c1[nH]c2ccccc2n1C1CCN(C(c2ccnc3ccccc23)c2nnnn2-c2ccc3c(c2)OCCO3)CC1 (stereo unspecified),44%,i,-13%,/,21%,?,?,-5%,?
CC(=O)N1CCC2(CC1)CC(=O)c1cc(OCC(=O)N3CCN(C)CC3)ccc1O2,13%,i,-4%[57.5 µM],3%,-15%,52%[activator],17%,-4%,-2%
CC(C)N1CCN(Cc2c[nH]c3ccccc23)CC1CCO (stereo unspecified),11%,i,43%,0%,12%,7%,9%,29%,5%
CC(C)Cc1nc(N2CCNCC2)c(C#N)c2c1CCC2,10%,i,i,-1%,-3%,-1%,13%,-9%,-4%
COC(=O)C1=C(c2ccc(Cl)c(C(F)(F)F)c2)C[C@@H]2CC[C@H]1N2C(=O)NC(C)C,10%,i,-11%,?,2%,?,0%,-5%,1%
CSc1nc(C)c(Br)c(N2CC2)n1,3%,i,i,/,-15%,40%,-9%,0%,-10%
CCOC(=O)C1(CCOc2ccccc2)CCN(Cc2ccccc2OC)CC1,3%,i,-18%,-4%,2%,8.9µM*,-20%,7%,-2%
CCOc1cc(/C=C2/NC(=O)N(CC(=O)Nc3cccc(C)c3)C2=O)ccc1O,29%,i,26%[57.5 µM],3%,-10%,?,-18%,9%,-5%
O=C1NC(=O)N(c2ccc(Br)cc2)C(=O)/C1=C/c1ccsc1,5%,i,-17%,3%,4%,14%,1%,0%,-2%
Nc1n[nH]c(N)c1N=Nc1ccc(Cl)cc1,/,i,-14%,0%,7%,6%,?,-5%,-2%
Cc1nn(C)c(C)c1/C=C1/CC2C3CC=C4CC(O)CCC4(C)C3CCC2(C)C1=O (stereo unspecified),45%,i,i,0%,?,111%[activator],-10%,-12%,13%
Cc1ccc(S(=O)(=O)CC(=O)c2cc(C)c(OC(=O)N(C)C)c(C)c2)cc1,9%,i,i,-1%,-9%,-19%,-7%,-19%,1%
CC(C)(C)c1ccc(O)c(CN2CCN(c3ccccc3)CC2)c1,6%,i,-14%[57.5 µM],0%,-8%,-14%,4%,16%,-1%
NC(Cc1ccccc1)c1nc(-c2ccccc2)no1 (stereo unspecified),-4%,i,?,1%,-20%,1%,9%,3%,-9%
CCC(=O)OC1CCC2C3CCC4CC(=O)C=CC4(C)C3CCC12C (stereo unspecified),5%,i,-23%,/,6%,12%,-1%,-15%,1%
CCCCn1c(=O)c(C(=O)Nc2cccc(C)c2)c(O)c2ccccc21,-22%,i,i,0%,0%,15%,3%,-28%,-5%
O=c1[nH]c(=S)n(CCC2=CCCCC2)c(O)c1/C=N/N1CCOCC1,29%,i,-42%[inhibitor],-9%,9%,1%,-4%,20%,6%
CCN(CC)C(=O)Oc1cc2c(-c3cc4cccc(OC)c4o3)cc(=O)oc2cc1C,-2%,i,-15%,-8%,4%,52%[activator],9%,12%,9%
Cc1ccc(NC(=O)c2ncn(CC(=O)NCc3ccc4c(c3)OCO4)n2)cc1C,-16%,i,-21%,1%,-7%,17%,1%,-4%,-2%
Cc1nc2ccccc2c(=O)n1-c1ccccn1,52%,i,i,-1%,-12%,17%,21%,15%,0%
C[C@H](CO)N1C[C@H](C)[C@H](CN(C)C(=O)N[C@H](C)c2ccccc2)OCc2ccccc2-c2c(n(C)c3ccccc23)C1=O,?,i,0%,/,0%,?,1%,7%,1%
Clc1ccc2nc3c(c(-c4ccccc4)c2c1)CNCC3,/,i,-8%,0%,2%,?,-14%,7%,-1%
COc1ccc(CCNCc2ccc(Br)cc2)cc1OC,-29%,i,i,-1%,-8%,-24%,4%,-5%,-3%

# Screens deposited in PubChem BioAssay by National Center for Advancing Translational Sciences (NCATS).

# The list is partial; rates above refer to the full screens.
